Abeta yeast res = compounds reversing amyloid beta toxicity in yeast; hit rate 0.063% among 410,000; yeast expressing A-beta42, growth rescue, OD600, 48 h; response scale: 0% DMSO, 100% iron-clioquinol control; Potency, µM (series often up to 46.1 µM), without a hit: at the top dose growth rescue, actives largely listed as activators; also: potency is read from the fitted curve at half-maximal effect; nearly all actives have a fitted effect of over 55% in size
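Yeast growth medium received pinned compounds, then yeast cells expressing toxic A-beta were added; plates incubated at 30 C for 48 hr. Growth read as absorbance at 600 nm, normalized to DMSO and equimolar FeCl3 plus clioquinol controls.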
D3 antag = antagonists of human D3 dopamine receptor | AID 652054 | P35462 | D3R cells, DiscoveRx beta-arrestin luminescence, antagonist mode; stronger effect = lower value | max response, negative = inhibition, % | hit rate 2.5% among 360,000; in the data active = max response below about -50%; inconclusive = no clear call, values can overlap the other calls; also: % is scaled to controls: 0 for no effect and ±100 for the full control effect; mostly tested at two doses, the higher about 12 µM
Target sequence (P35462 whole entry, looked up): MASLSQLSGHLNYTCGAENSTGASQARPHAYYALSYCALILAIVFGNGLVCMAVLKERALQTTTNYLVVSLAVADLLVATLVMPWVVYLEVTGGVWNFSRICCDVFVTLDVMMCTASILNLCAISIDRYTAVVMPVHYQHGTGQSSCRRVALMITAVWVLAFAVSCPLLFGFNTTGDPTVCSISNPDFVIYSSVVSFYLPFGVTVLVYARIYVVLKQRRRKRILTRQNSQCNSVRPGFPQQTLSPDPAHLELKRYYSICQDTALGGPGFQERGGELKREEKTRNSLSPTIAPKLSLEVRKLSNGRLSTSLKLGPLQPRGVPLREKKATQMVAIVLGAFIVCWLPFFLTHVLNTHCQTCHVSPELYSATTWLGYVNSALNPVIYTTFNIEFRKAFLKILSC
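Cells expressing the human receptor were seeded at 1500 cells/well, incubated overnight at 37 degrees C in 5% CO2, then exposed to library compounds with dopamine controls for 90 minutes at 37 degrees C before luminescent detection.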
TDP43 rescue = inhibitors of TDP-43 toxicity in yeast | TDP-43 expressing yeast growth rescue, BacTiter-Glo, 24 h | Potency, µM (doses to about 46.1 µM), for inactives: top-dose growth rescue (activation), most hits filed as activators | hit rate 1.8% among 410,000 | AID 652104; also: potency is read from the fitted curve at half-maximal effect; % of control where 0% means no effect; nearly all actives have a fitted effect of over 50% in size
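Luminescence from BacTiter-Glo reports growth of TDP-43-expressing yeast after 24 hr at 30 deg C with compound. Cells were raffinose-pregrown to mid-log, then seeded in galactose medium at OD600=0.02.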
Akt phos inh = blocks phosphorylation of Akt; Neuro2A IGF-stimulated pAkt S473 HTRF, 20 min; stronger effect = lower value; hit rate 0.32% among 360,000; activity change, % for hits at 50 µM; in the data active = activity change below about -80%; inconclusive = mostly about -51% to -80%; also: % is scaled to controls: 0 for no effect and ±100 for the full control effect
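Single-point screen (50 µM final compound) in Neuro2A cells stimulated 20 min with 6 nM IGF at 37 deg C. After lysis, Ser473-phosphorylated Akt read by HTRF (ex 330 nm, em 615/665 nm) as the 665/615 ratio.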
aSyn yeast inh = inhibitors of alpha-synuclein toxicity in yeast. Yeast expressing alpha-synuclein, growth rescue, BacTiter-Glo, 24 h. Potency, µM (top dose mostly 46.1 µM), for the others: at the top dose growth rescue (activation), usual class: activators. hit rate 0.14% among 370,000; also: potency is read from the fitted curve at half-maximal effect; % of control where 0% means no effect; nearly all actives have a fitted effect of over 65% in size
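Rescue of yeast growth: cells expressing toxic alpha-synuclein, induced in galactose at OD600 0.02, incubated with compound 24 h at 30 C. ATP luminescence quantified growth; inhibitors of toxicity appear as activators.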
GLP-1R inv ag = acts as inverse agonist at human GLP-1 receptor | Potency, µM (top dose mostly 38.3 µM), without a hit: top-dose activity change, negative = inhibition, hits mostly inhibitors | P43220 | hit rate 1.6% among 410,000 | HEK293 GLP-1R CRE-luciferase, luminescence, 24 h; GLP-1R form is constitutively active | AID 624417; also: potency is read from the fitted curve at half-maximal effect; % is scaled to controls: 0 for no effect and ±100 for the full control effect; nearly all actives have a fitted effect of over 55% in size
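Constitutively active GLP-1R drives a cAMP-responsive luciferase in stably transfected HEK293 cells; test compounds are added after overnight (12 h) attachment and left 24 hr, and signal loss in luminescence marks inhibition.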
PTHR1 ag = PTHR1 (human) receptor agonism. HEK293 GP2 PTHR1 cells, GloSensor cAMP luminescence, 1 h. hit rate 0.075% among 410,000. Potency, µM (doses to about 115 µM), inactives show at the top dose activation, actives largely listed as activators. AID 743266; also: potency is read from the fitted curve at half-maximal effect; nearly all actives have a fitted effect of over 55% in size; some results filed as inactive show a strong effect at the top dose; inactives centre near -15; many of its hits are not listed in these tables
Target sequence (Q03431 whole entry, looked up): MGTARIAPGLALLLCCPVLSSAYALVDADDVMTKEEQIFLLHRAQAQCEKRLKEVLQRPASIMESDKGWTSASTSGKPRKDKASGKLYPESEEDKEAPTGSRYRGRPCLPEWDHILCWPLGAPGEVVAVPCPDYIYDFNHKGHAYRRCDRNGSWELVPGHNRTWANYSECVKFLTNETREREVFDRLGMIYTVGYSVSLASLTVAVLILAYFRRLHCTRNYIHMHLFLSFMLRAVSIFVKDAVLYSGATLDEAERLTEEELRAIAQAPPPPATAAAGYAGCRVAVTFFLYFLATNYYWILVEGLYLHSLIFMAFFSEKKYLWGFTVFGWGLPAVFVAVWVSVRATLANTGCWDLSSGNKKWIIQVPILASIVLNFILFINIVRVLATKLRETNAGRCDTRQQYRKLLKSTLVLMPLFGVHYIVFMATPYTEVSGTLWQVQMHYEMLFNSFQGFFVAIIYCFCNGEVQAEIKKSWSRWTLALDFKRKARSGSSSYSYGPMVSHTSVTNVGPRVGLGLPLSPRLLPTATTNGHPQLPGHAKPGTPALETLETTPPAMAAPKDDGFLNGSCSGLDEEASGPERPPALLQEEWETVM
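HEK-293-derived GP2 cells expressing PTHR1 and a GloSensor cAMP reporter, 3,000/well, plated overnight, given luciferin plus IBMX (each 0.5 mM as added) for 1 h at 37 °C, then compound for 1 h at 37 °C. Luminescence was read after 15 min at room temperature.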
FUS suppressor = rescues growth of FUS-expressing yeast | S. cerevisiae FUS-expressing, growth rescue, OD600, 24 h | Potency, µM (doses to about 76.6 µM), for the others: at the top dose growth rescue (activation), most hits filed as activators | hit rate 0.24% among 390,000;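 also: potency is read from the fitted curve at half-maximal effect; plate controls were DMSO vehicle for no effect and reference control for full effect; nearly all actives have a fitted effect of over 55% in size; some results filed as inactive show a strong effect at the top dose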
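Restored growth of FUS-toxic S. cerevisiae, read as 600 nm absorbance after 24 h at 30C in galactose medium (starting OD 0.005). Controls CP55940 and DMSO.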
GLP-1R agonist = agonists of human GLP-1 receptor; AID 624172; P43220; Potency, µM (top dose mostly 45.6 µM), for inactives: top-dose activation, hits mostly activators; hit rate 0.007% among 380,000; HEK293 GLP-1R CRE-luciferase, luminescence, 4-6 h; cells express a hypersensitive GLP-1R form; also: potency is read from the fitted curve at half-maximal effect; % of control where 0% means no effect
Starred values were filed as active, the others as inactive; i = inactive; ? = inconclusive; . = no result given; & = joins results of further samples; [ ] = remark or other dose. Unless noted, calls follow the shape of the dose curve; as a rule, active = well fitted curve in the direction sought with a large enough effect; inconclusive = small, poorly fitted or top-dose-only effect, or another doubt; inactive = no such curve, though single readings can be large; an effect the other way counts as inactive or inconclusive.

no.	SMILES	Abeta yeast res	D3 antag	TDP43 rescue	Akt phos inh	aSyn yeast inh
1	Fc1ccc(CCn2c(Cn3c(-c4cnccn4)nc4ccccc43)nc3ccccc32)cc1	-17%	-59*	-10%	i	-3%
2	COc1ccc(-c2c3c(cc4ncn(Cc5ccccc5)c24)COC3=O)cc1	0%	?	16%	i	7%
3	COCCN1C(=O)C(CC(=O)Nc2ccc(C(C)=O)cc2)SC1=Nc1ccccc1 (stereo unspecified)	1%&16%	2&-9	-12%&16%	i	13%&12%
4	c1cncc(CNc2ccc3c(c2)OCO3)c1	2%	-21	-16%	i	-1%
5	COc1cccc(CN2CC(C(=O)NCCc3cn4cccnc4n3)CCC2=O)c1 (stereo unspecified)	-6%	-9	4%	i	-3%
6	CCC(C)c1ccc(O)c(NC(=O)c2cncc(Br)c2)c1 (stereo unspecified)	2%	-26	-13%	i	12%
7	COCCCNC(=O)c1cc(Sc2ccc(F)cc2)nc2ccccc12	5%	-8	?	i	3%
8	Cc1ccccc1S(=O)(=O)Nc1nc2ccccc2nc1NCCO	18%	-29	5%	i	7%
9	CCc1cc(=O)oc2c(C)c(OCC(=O)NCc3ccccn3)ccc12	-10%	-3	10%	.	-1%
10	Cc1ccc(C)c(/C=N/NC(=S)NC(C)C)c1	13%	4	?	i	1%
11	CSc1cccc(NC(=S)N(CCCN2CCCC2)Cc2cccn2Cc2ccc(Cl)cc2)c1	-11%	?	-11%	i	-20%
12	CCn1c(=O)c2c(nc3n2CCN3c2ccc(OC)cc2)n(C)c1=O	-20%	.	-21%	.	.

no.	GLP-1R inv ag	PTHR1 ag	FUS suppressor	GLP-1R agonist
1	14%	-68%[inhibitor]	?	-1%
2	-3%	i	16%	8%
3	?	-10%&-11%	26%&18%	13%&16%
4	-1%	-2%	11%	9%
5	3%	i	9%	6%
6	0%	8%[57.5 µM]	-8%	-3%
7	-8%	i	13%	27%
8	1%	i	-4%	-1%
9	6%	i	-24%	-4%
10	?	5%	-20%	19%
11	3.5µM*	-15%	?	-5%
12	25%	12%	-10%	.

(further entries)
no.	SMILES	Abeta yeast res	D3 antag	TDP43 rescue	Akt phos inh	aSyn yeast inh
13	Cc1cccc(N2CCN(S(=O)(=O)c3ccc4oc(=O)c5ncn(C)c5c4c3)CC2)c1C	-2%	.	23%	.	.
14	CCS(=O)(=O)CCSC1OC(COC(C)=O)C(OC(C)=O)C(OC(C)=O)C1OC(C)=O (stereo unspecified)	-8%	-5	3%	i	-4%
15	CCN(CC(=O)Nc1ccccc1OC)C(=O)C1CCC1	-1%	0	-10%	i	-5%
16	CC(C)c1nnc(NC(=O)COc2ccccc2[N+](=O)[O-])s1	2%	-24	-16%[1.82 µM]	i	5%
17	COc1ccc(-c2csc(Nc3ncccc3C)n2)cc1	-84%[inhibitor]	54	24%	i	-41%[inhibitor]
18	O=C(CCc1nnc(C2CCCCC2)o1)NCc1ccc(F)c(F)c1	0%	-1	12%	i	-1%
19	O=C(CC(C(=O)O)c1ccccc1)c1cccs1 (stereo unspecified)	33%	-6	0%	i	18%
20	CCOP(=O)(c1ccccc1Cl)C1(O)CCCCC1 (stereo unspecified)	18%	0	13%	i	4%
21	COc1ccc(S(=O)(=O)N(C)C[C@@H]2Oc3ccc(NS(=O)(=O)c4cn(C)cn4)cc3C(=O)N([C@@H](C)CO)C[C@@H]2C)cc1	-4%	-20	1%	i	-1%
22	CCCCc1c(-c2ccccc2OC)ncn1Cc1cccc(-c2ccccc2)c1	-1%	-108*	16%	i	-33%[inhibitor]
23	CCCCN(CC)CCCNC(=O)C1CCCN(c2ncnc3c2nc2n3CCCCC2)C1 (stereo unspecified)	3%	.	23%	.	.
24	CC(C)CN1C(=O)c2ccc(NC(=O)Cc3ccccc3)cc2C1=O	6%	-7	-4%	i	0%

no.	GLP-1R inv ag	PTHR1 ag	FUS suppressor	GLP-1R agonist
13	7%	?	-13%	.
14	-11%	i	0%	2%
15	-2%	i	-9%	9%
16	2%	i	5%	12%
17	?	-43%[inhibitor][57.5 µM]	23%	3%
18	2%	i	1%	7%
19	7%	i	1%	-5%
20	12%	-2%	-20%	-10%
21	0%	-9%	15%	5%
22	?	-36%[inhibitor]	?	-1%
23	0%	i	7%	.
24	-17%	i	-27%	-3%

(cont.)
no.	SMILES	Abeta yeast res	D3 antag	TDP43 rescue	Akt phos inh	aSyn yeast inh
25	CCCNC(=O)C1(C)CCCN(C(=O)c2cc(F)cc(F)c2)C1 (stereo unspecified)	3%	-11	8%	i	-2%
26	Cn1c(Cn2nnc3ccccc32)nnc1SCC(=O)c1ccc(F)cc1	3%	13	-11%	i	0%
27	O=C(Nc1ccc(F)cc1)C(c1ccccc1)N1CCN(CC(=O)N2CCCC2)CC1 (stereo unspecified)	-3%	1	8%	i	-6%
28	CN(C(=O)c1ccccc1)C1(C)CCS(=O)(=O)C1 (stereo unspecified)	20%	-16	6%	i	2%
29	CSCC[C@H](NC(=O)OC(C)(C)C)C(=O)N/N=C/c1cccc2nccnc12	0%	0	-19%	i	2%
30	Cc1ccc(S(=O)(=O)N(CC(=O)Nc2ccc(Cl)c([N+](=O)[O-])c2)C2CCCCC2)cc1	9%	0	4%	i	19%
31	CCCC(=O)Nc1cc(Cl)ccc1N1CCN(C(=O)CC)CC1	15%	22	-7%	i	7%
32	CCN1CCN(c2ncc3c(n2)CCN(Cc2ccc(OC)c(OC)c2)C3)CC1	9%	.	17%	.	.
33	CC(=O)Nc1ccc(NC(=O)c2csc([C@@H]3C[C@H](O)[C@@H](CO)O3)n2)cc1	-9%	0	15%	i	-2%
34	CCOc1ccc(CCNC(=O)CS(=O)Cc2nc(-c3ccc(C)cc3)oc2C)cc1OCC (stereo unspecified)	-13%&0%	-21	0%&22%	.	2%
35	C#CC(C)(C)NC(=O)CSc1nc2c(c(=O)n(C)c(=O)n2C)n1CCCC	3%	16	0%	i	-9%
36	COc1ccc(OCc2nnc(SCC(=O)NNC(=O)c3ccc(C)cc3)n2C)cc1	-2%	-118*	0%	i	-2%

no.	GLP-1R inv ag	PTHR1 ag	FUS suppressor	GLP-1R agonist
25	18%	i	-24%	-7%
26	-1%	i	0%	0%
27	10%	-5%	0%	4%
28	0%	-22%[57.5 µM]	-24%	0%
29	7%	-29%	-4%	16%
30	?	-37%[inhibitor]	.	-22%
31	-18%	i	16%	4%
32	-5%	-3%	-10%	.
33	25%	-20%	-26%	6%
34	22%&9%	-61%[inhibitor]	3%&4%	-3%
35	17%	-26%	-14%	-4%
36	0%	-44%[inhibitor]	-12%	-2%

Next structures:
no.	SMILES	Abeta yeast res	D3 antag	TDP43 rescue	Akt phos inh	aSyn yeast inh
37	Cc1ccc(C2=NN(C(=O)CSc3nnnn3C)C(c3ccco3)C2)cc1 (stereo unspecified)	1%	2	6%	i	1%
38	Cc1ccccc1CCNC(=O)C1CCC(=O)N(CCc2cccc(F)c2)C1 (stereo unspecified)	14%	6	7%	i	9%
39	CC(C)Oc1ccc(NC(=O)Oc2ccccc2)cc1	11%	-6	-24%	.	-12%
40	Cc1ccc(S(=O)(=O)NCC(=O)N(CC2CCCO2)C(C(=O)NC2CCCCC2)C(C)C)cc1 (stereo unspecified)	-6%	-24	-1%	i	0%
41	O=C(NCc1noc2ccccc12)N1CCN(c2ccccc2F)CC1	6%	.	?	.	.
42	O=C(NCc1cccnc1)c1cc(C2CCCN(C(=O)c3ccc4c(c3)CCO4)C2)on1 (stereo unspecified)	-18%	0	-7%	i	0%
43	O=C(NCCC1CCCCN1S(=O)(=O)c1ccc(Cl)cc1)C(=O)NCc1ccncc1 (stereo unspecified)	2%	8	-10%	i	-2%
44	Nc1ccccc1C(=O)NN=Cc1cccnc1	-12%	-21	-1%	i	-2%
45	COCCc1nn2c(=O)cc(COC(=O)c3ccc4c(c3)OCO4)nc2s1	-23%	.	-33%[inhibitor]	.	.

no.	GLP-1R inv ag	PTHR1 ag	FUS suppressor	GLP-1R agonist
37	-17%	-3%	8%	6%
38	-11%	-17%	15%	5%
39	-7%	i	24%	-2%
40	6%	-5%	13%	3%
41	15%	-9%	-9%	.
42	16%	-30%	-14%	0%
43	?	i	15%	-2%
44	19%	-38%[inhibitor]	-27%	-6%
45	8%	i	4%	.

Gathered by group: those above containing two or more sulfur atoms
no.	SMILES	Abeta yeast res	D3 antag	TDP43 rescue	Akt phos inh	aSyn yeast inh
11	CSc1cccc(NC(=S)N(CCCN2CCCC2)Cc2cccn2Cc2ccc(Cl)cc2)c1	-11%	?	-11%	i	-20%
14	CCS(=O)(=O)CCSC1OC(COC(C)=O)C(OC(C)=O)C(OC(C)=O)C1OC(C)=O (stereo unspecified)	-8%	-5	3%	i	-4%
21	COc1ccc(S(=O)(=O)N(C)C[C@@H]2Oc3ccc(NS(=O)(=O)c4cn(C)cn4)cc3C(=O)N([C@@H](C)CO)C[C@@H]2C)cc1	-4%	-20	1%	i	-1%

no.	GLP-1R inv ag	PTHR1 ag	FUS suppressor	GLP-1R agonist
11	3.5µM*	-15%	?	-5%
14	-11%	i	0%	2%
21	0%	-9%	15%	5%

High-throughput results deposited in PubChem BioAssay by National Center for Advancing Translational Sciences (NCATS).

This is a subset. The share of hits here may be higher or lower than overall.
